# Bioassay records from PubChem.
# ADAM10 inh – inhibits human ADAM10. inhibition, % at 7 µM. O14672. recombinant ADAM10, EDANS/DABCYL FRET peptide cleavage, 3 h. hit rate 0.62% among 370,000. AID 720582;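 active = inhibition above a per-campaign cutoff equal to the mean of compounds falling between control-based bounds plus 3 SD, cut at about 20% in these data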;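 also: 0% = DMSO wells while the 100% control is not disclosed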
# ASAP1 inh – blocks human ASAP1-stimulated Arf1 GTP hydrolysis; Q9ULH1; GDP FP detection; inhibition, % at 16.5 µM; hit rate 0.19% among 360,000; AID 624377; in the data active = inhibition above about 25%;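 also: 0% = vehicle with enzyme and substrate and 100% = no enzyme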
# HGIII-sPLA2 inh – Inhibits HGIII-sPLA2 liposome hydrolysis, primary screen; Q9NZ20; QFRET BODIPY PC-A2 liposome hydrolysis, fluorescence; inhibition, % at 12.2 µM; hit rate 0.56% among 370,000;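 active = inhibition above mean plus 3 SD of compounds lying within the high and low control bounds, cut at about 19% in these data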;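 also: 0% = median of test compound wells and 100% = no enzyme DMSO wells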
# Tn6 DDE FP – inhibitors of Tn6 peptide binding to human fibrin DD(E) | hit rate 0.21% among 370,000 | inhibition, % at 8.3 µM | Fibrin DD(E) TRITC-Tn6 fluorescence polarization displacement | P02675;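 active = inhibition above a per-campaign cutoff: mean of compounds within control limits plus 3 SD, cut at about 15% in these data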;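 also: 0% = median of all compound wells on the plate and 100% = blocking peptide control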
# FXN GAA850 act – frataxin GAA850 promoter activation. HEK293 lucGAA850 FXN promoter luciferase reporter, 24 h; percent of 10 µM SAHA response. activation, % at 6 µM. hit rate 0.56% among 360,000;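 active = activation above the average of all compounds screened plus 3 SD, cutoff fixed separately per campaign, cut at about 7.5% in these data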;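 also: 0% = DMSO wells and 100% = 10 µM SAHA wells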
# ARFGAP1 inhibitor – inhibits rat ARF GTPase activating protein 1; Arfgap1-stimulated ARF1 GTP hydrolysis, GDP FP detection; inhibition, % at 16.5 µM; hit rate 0.26% among 360,000; AID 651572; Q62848;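 active = inhibition above a per-plate limit, mean inhibition of low control wells plus 3 SD, cut at about 25% in these data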;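 also: 0% = DMSO wells with enzyme and 100% = wells lacking Arfgap1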
#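 System: truncated rat Arfgap1 GAP domain / Medium: HEPES-based buffer, pH 7.5 / Also added: N-terminally truncated human ARF1-GTP substrate / Incubation: enzyme reaction 120 min at 25 °C after 20 min preincubation / Measured by: FP of antibody-bound GDP Alexa 633 tracer, ex 620/em 688 nm / Replicates: singlicate, each compound tested once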
# NPR1 activator – GC-A (human) enzyme activation; HEK293 GC-A cells, cGMP TR-FRET, EC30 ANP; 0% at EC30 ANP, 100% saturating ANP; activation, % at 10 µM; AID 1671463; P16066; hit rate 0.14% among 370,000; in the data active = activation above about 40%
# Target sequence (P16066 whole entry, looked up): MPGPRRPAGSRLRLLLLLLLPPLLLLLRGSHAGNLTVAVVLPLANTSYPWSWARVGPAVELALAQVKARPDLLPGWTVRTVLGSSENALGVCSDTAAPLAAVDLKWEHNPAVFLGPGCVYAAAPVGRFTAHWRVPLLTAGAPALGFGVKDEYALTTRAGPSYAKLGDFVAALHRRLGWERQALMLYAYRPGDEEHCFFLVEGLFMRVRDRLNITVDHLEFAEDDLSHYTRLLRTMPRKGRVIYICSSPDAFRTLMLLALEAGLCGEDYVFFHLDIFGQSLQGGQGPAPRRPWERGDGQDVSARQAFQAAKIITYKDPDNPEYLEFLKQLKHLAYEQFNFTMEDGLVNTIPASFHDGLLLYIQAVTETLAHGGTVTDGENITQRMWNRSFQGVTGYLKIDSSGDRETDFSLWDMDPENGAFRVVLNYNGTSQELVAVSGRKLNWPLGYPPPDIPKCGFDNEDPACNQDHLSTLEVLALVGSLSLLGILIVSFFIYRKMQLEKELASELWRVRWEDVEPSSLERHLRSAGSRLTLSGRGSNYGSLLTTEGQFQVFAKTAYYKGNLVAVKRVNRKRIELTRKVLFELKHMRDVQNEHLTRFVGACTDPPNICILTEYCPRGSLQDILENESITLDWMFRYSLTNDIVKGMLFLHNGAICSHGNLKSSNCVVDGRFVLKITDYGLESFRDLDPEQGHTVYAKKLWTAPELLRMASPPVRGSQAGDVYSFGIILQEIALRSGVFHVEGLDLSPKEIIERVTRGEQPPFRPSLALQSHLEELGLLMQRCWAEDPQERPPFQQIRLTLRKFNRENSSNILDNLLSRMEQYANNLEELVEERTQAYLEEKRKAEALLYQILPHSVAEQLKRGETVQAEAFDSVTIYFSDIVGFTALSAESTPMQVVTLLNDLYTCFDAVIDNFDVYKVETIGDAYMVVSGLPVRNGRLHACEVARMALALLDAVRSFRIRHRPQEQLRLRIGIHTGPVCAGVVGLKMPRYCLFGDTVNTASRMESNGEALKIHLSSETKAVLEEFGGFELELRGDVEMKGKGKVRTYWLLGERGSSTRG
# NPR2 activator – GC-B (human) receptor activation; HEK293-GC-B cells, CNP EC30, cGMP TR-FRET; 0% at EC30 CNP, 100% saturating CNP; activation, % at 10 µM; AID 1920062; hit rate 0.11% among 370,000;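 active = activation at 10 µM reaching about 35% in either raw or pattern-adjusted values, limit read from the data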
# rCAG binder – r(CAG) repeat RNA binding | inhibition, % at 3 µM | TO-PRO-1 dye displacement fluorescence | AID 651821 | hit rate 1.3% among 370,000;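 active = inhibition above the plate cutoff, the mean of all test compounds on that plate plus 3 SD, cut at about 35% in these data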;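 also: 0% = DMSO alone and 100% = 100 µM mitoxantrone as full dye displacement; higher means more dye released from RNA so lower well fluorescence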
# proKLK7 act – activators of human kallikrein-7 zymogen; purified proKLK7, EDANS-DABCYL substrate fluorescence; 100% is mature enzyme control, 0% vehicle; activation, % at 7 µM; hit rate 0.9% among 370,000; AID 652039;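 active = activation above the mean of all tested compounds plus 3 SD, computed per campaign excluding outliers beyond control limits, cut at about 13% in these data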
# * marks the source's active call; other numbers are inactive results; . = not tested or not shown. No enrichment for hits, and some 4.5% of all compounds hit somewhere here.
SMILES,ADAM10 inh,ASAP1 inh,HGIII-sPLA2 inh,Tn6 DDE FP,FXN GAA850 act,ARFGAP1 inhibitor,NPR1 activator,NPR2 activator,rCAG binder,proKLK7 act
Cc1no[n+]([O-])c1COc1cccc(/C=C2\N=C(c3ccccc3)OC2=O)c1,4,0,0,3,-0.3,-4,0,-2,3,-0.1
N#Cc1cc(C(=O)c2cc(F)ccc2O)cn(Cc2ccccc2)c1=O,-12,-10,-9,6,0.8,-1,0,-1,2,0.8
COc1ccc(/C=N/O)cc1COc1ccc(NC(C)=O)cc1,-9,1,5,3,1.7,1,0,-2,-2,-0.8
N#C/C(C(=O)NCc1ccccc1)=C1/SC(Cc2ccc(Cl)cc2)C(=O)N1c1ccccc1 (stereo not given),10,-6,-14,4,1.6,2,0,-3,6,-0.6
CCCCC(=O)OCc1nc2ccccc2s1,-1,-9,-4,1,2.3,-8,1,1,-2,-0.4
Cc1cc(/C=N/NC(=O)c2ccncc2)c(C)n1-c1cccc(C(F)(F)F)c1,-10,-9,5,-2,0.3,5,-5,-1,-7,0.0
COc1cccc(C(=O)NC(c2ccccc2)C2CCCC2)c1 (stereo not given),0,4,9,0,0.3,3,-6,-4,2,-0.4
C=CCSc1nc2sc3c(c2c(=O)[nH]1)CCC3,-7,1,4,1,-1.1,-2,-3,-6,2,-0.2
Cc1ccc(C(=O)NC(=S)NCC2CCCO2)cc1 (stereo not given),-1,3,8,1,1.6,1,0,-2,-6,-0.7
N#C/C(=C/Nc1ccccc1)c1ccsc1,13,-1,-8,4,4.7,-4,-6,-4,3,0.2

# In the list so far, these have a carbonyl joined to an NH by a bond outside any ring:
SMILES,ADAM10 inh,ASAP1 inh,HGIII-sPLA2 inh,Tn6 DDE FP,FXN GAA850 act,ARFGAP1 inhibitor,NPR1 activator,NPR2 activator,rCAG binder,proKLK7 act
COc1ccc(/C=N/O)cc1COc1ccc(NC(C)=O)cc1,-9,1,5,3,1.7,1,0,-2,-2,-0.8
N#C/C(C(=O)NCc1ccccc1)=C1/SC(Cc2ccc(Cl)cc2)C(=O)N1c1ccccc1 (stereo not given),10,-6,-14,4,1.6,2,0,-3,6,-0.6
Cc1cc(/C=N/NC(=O)c2ccncc2)c(C)n1-c1cccc(C(F)(F)F)c1,-10,-9,5,-2,0.3,5,-5,-1,-7,0.0
COc1cccc(C(=O)NC(c2ccccc2)C2CCCC2)c1 (stereo not given),0,4,9,0,0.3,3,-6,-4,2,-0.4
Cc1ccc(C(=O)NC(=S)NCC2CCCO2)cc1 (stereo not given),-1,3,8,1,1.6,1,0,-2,-6,-0.7

# Continuation.
SMILES,ADAM10 inh,ASAP1 inh,HGIII-sPLA2 inh,Tn6 DDE FP,FXN GAA850 act,ARFGAP1 inhibitor,NPR1 activator,NPR2 activator,rCAG binder,proKLK7 act
COc1ccc(NC(=S)NCCCc2ccccc2)cc1,-10,-2,8,-1,1.2,2,4,5,-5,0.3
O=C(C1CCCN(Cc2ccccc2)C1)N1CCc2ccccc2C1 (stereo not given),7,19,4,-1,0.5,8,-2,5,-2,-0.5
CCCN1CCCCC(NC(=O)c2ccccc2C)C1=O (stereo not given),-2,-1,-1,-4,.,14,-3,-1,1,-0.4
COc1ccc(N2CCN(CCNC(=O)Nc3ccc([N+](=O)[O-])cc3OC)CC2)cc1,1,-3,1,6,0.5,9,-6,-2,-2,-0.4
Cc1ccc(-c2nnc(SCC(=O)c3ccc(O)c(O)c3)n2-c2ccc(Cl)cc2)cc1,8,.,2,-8,.,.,-3,-1,41*,0.3
Cc1cccc2c(=O)cc(C)n(CC(N)=O)c12,-6,11,-1,-5,0.7,6,7,-4,0,0.0
CC1(C)CC=C(NNC(=O)c2cccnc2)C(=O)C1,-21,4,-29,1,0.0,11,1,4,-4,-0.3
O=C(Cc1cccs1)NCc1ccncc1,-5,4,-3,-3,-0.7,-7,-1,1,1,-0.1
C=CCn1c(SCCN)nnc1-c1cccc(S(=O)(=O)N2CCOCC2)c1,0,-3,0,3,0.0,-11,2,3,6,-0.2
NC(=S)N/N=C/C=C/c1ccccc1,4,6,12,8,0.8,-7,-3,-2,1,-0.1
COc1ccc(OCC(=O)Nc2ccc(Cl)cc2)cc1,-1,5,-6,-6,0.2,12,1,3,-1,0.5
COc1ccc(Cn2c(C)nc3oc4cc(OC)ccc4c(=O)c3c2=O)cc1,-2,-2,-5,1,-1.5,4,4,-5,3,0.6
CN(C)CCCNc1nc2cc(-c3ccsc3)sc2c(=O)n1C,-40,-16,-8,-3,2.2,5,1,-4,8,-0.2
COC(=O)Cn1c(=NC(=O)C(C)C)sc2c(C)cc(C)cc21,-5,-12,4,-4,-1.7,0,-3,-8,2,0.4
O=C(Cn1nc(-c2ccccc2)ccc1=O)NCCCN1CCOCC1,-3,-7,-1,5,2.2,-5,4,-2,16,-0.5
COc1ccc(NC(=O)c2oc3ccccc3c2NC(=O)C2CC2)cc1,-6,9,4,1,1.8,-1,4,8,6,0.4
O=C(NCC1CCCO1)C(=O)N/N=C/c1ccccc1C(=O)O (stereo not given),3,-19,2,5,2.3,13,5,5,-2,-0.6
C=CCN(Cc1ccc(Br)s1)C(=O)c1ccc(OCc2c(C)noc2C)cc1,-1,-8,-6,4,-1.1,-5,-4,-3,2,-0.1
O=C(NCC(c1cccnc1)N1CCN(c2ccccc2)CC1)c1ccco1 (stereo not given),4,7,-1,6,2.2,7,4,1,3,0.1
COc1ccccc1CNC(=O)CCc1nc2ccccc2c(=O)[nH]1,-5,11,0,1,0.6,4,-2,1,2,0.7
O=[N+]([O-])c1cc(C=Nc2ccc3ccccc3c2)ccc1Br,-40,-11,8,-2,2.4,-7,1,-2,8,-2.7
CC(=O)c1ccc(N(CC(=O)NCCc2ccccc2)C(=O)c2csnn2)cc1,11,5,0,8,-1.0,3,0,8,4,0.3
C/C(=N\OC(=O)c1cccc(C(F)(F)F)c1)c1sc(-c2ccccc2)nc1C,-6,11,2,-2,0.7,4,4,-2,0,0.2
Cc1ccc(OC(=O)c2cncc(Br)c2)c(C)c1,3,-10,-2,-1,1.2,-3,1,0,-2,0.2
CCCc1nnc(NC(=O)CCC(=O)N2CCN(c3ccccc3)CC2)s1,-1,-10,8,1,-2.0,-1,5,-4,-6,-0.6
O=C(C[N+]1(CC#Cc2ccccc2)CCOCC1)c1ccc(Cl)cc1,-8,10,9,-1,-1.0,8,-28,-10,9,0.1
Cc1nc(-c2ccc(F)cc2)c(CC(=O)N(C)CC(=O)Nc2ccccc2Br)s1,2,0,-8,1,2.7,12,0,-2,-4,0.2
CCOC(=O)N1CCN(CC(=O)Nc2cc(OC)c(OC)cc2C#N)CC1,3,-12,-2,0,-0.5,-19,4,7,-4,0.1
CCNc1nc(NCC)nc(N/N=C/c2ccc(O)c(OC)c2)n1,-12,5,15,-2,1.3,1,4,0,-4,-5.9
CCOC(=O)C1CCCN(S(=O)(=O)c2cc(OCC(=O)NC3CCCCC3)c(C)cc2Cl)C1 (stereo not given),2,-10,2,1,0.1,-1,-7,-9,-3,-0.2
Cc1cc(C)n2nc(SCC(=O)NC3CCCC(C)C3C)nc2n1 (stereo not given),8,-3,5,-1,-1.3,-9,0,-1,-4,-0.4
CCN(CC(=O)Nc1ccc(OC)cc1)C(=O)c1ccc(Cl)c(S(=O)(=O)N2CCCC2)c1,-4,-2,-7,6,1.2,7,0,8,0,-0.1
COc1ccc(OC)c(C(=O)c2ccc(C(=O)Nc3ccc4ccccc4c3)cc2)c1,0,13,-4,5,-2.1,9,-3,1,5,-0.1
O=C(NCC(=O)N1CCN(Cc2ccccc2)CC1)c1ccccc1Cl,-12,1,16,6,-2.4,-11,-1,1,1,-0.8
O=C1NC(c2cccc(Br)c2)=N/C1=C\c1ccco1,-18,-1,-2,-4,3.8,9,-3,-7,19,0.9
Cc1cc(C)cc(NC(=O)COC(=O)c2cc(C)oc2C)c1,8,-5,-2,-1,-1.7,-4,5,-3,-4,-0.2
CCC(C(=O)N1CCN(C(=O)c2ccco2)CC1)c1ccccc1 (stereo not given),-2,-11,0,7,2.4,-3,3,-5,-6,-0.4
CSCC[C@H](NC(=O)N1CCn2c1nc1ccccc12)C(=O)NCc1ccco1,5,-5,1,-6,2.7,9,0,-3,1,-0.3
COc1ccccc1C(=O)NCC(=O)NCCSc1ccc(Br)cc1,6,8,-19,-2,0.3,-3,-6,-2,0,-0.7
COc1ccc(/C=C2\CCCC3C2=NN(C(=O)CSc2ncn[nH]2)C3c2ccc(OC)cc2)cc1 (stereo not given),11,-5,-64,-2,0.3,-3,-5,-6,2,-1.0
O=C(O)C1CC=CCC1C(=O)N1CCN(c2nc(-c3ccccc3Cl)c3cc(Br)ccc3n2)CC1 (stereo not given),-252,-4,24*,-5,1.5,-1,31,20,11,0.1
CC(C)(C)C(CN1CCCC1)OC(=O)c1ccccc1 (stereo not given),-1,-7,3,-3,1.3,3,1,-1,-5,0.3
Cc1cc(C)n(C(=O)c2ccc(S(=O)(=O)N3CCCC3)cc2)n1,0,3,0,4,-2.4,10,2,-3,-6,-0.1
O=S(=O)(c1ccc(S(=O)(=O)N(Cc2ccc(F)cc2)C2CCCC2)cc1)N1CCCC1,5,14,8,-7,3.6,-2,0,3,1,-0.5
CCc1ccc(OC(C)c2nnc(SCC(=O)Nc3ncccc3C)n2C)cc1 (stereo not given),-7,16,1,-6,-0.6,6,-4,-8,-6,0.4
CN(C(=O)COC(=O)CCC(=O)c1ccc(F)cc1)C1CCCCC1,-25,-12,11,1,0.8,16,6,-1,-1,-0.2
Cc1nc([N+](=O)[O-])cn1CCC#N,0,4,-1,-4,1.0,11,-1,-2,2,0.5
COc1ccc(C(=O)N(C)C2CCCCC2)cc1S(=O)(=O)N1CCOCC1,-5,-5,-1,8,0.2,-10,-2,-3,-2,-0.8
O=C(/C=C/c1cccc(F)c1)OCC(=O)c1ccc[nH]1,0,6,0,-1,2.6,-2,3,-8,4,0.8
CC1=C(C(=O)N(C)C)CC(CC(=O)NCC2CCCCC2)C(=O)N1CCCN1CCCC1=O (stereo not given),-7,-4,11,-1,-1.4,-1,2,3,-1,0.1
# The list goes on:
SMILES,ADAM10 inh,ASAP1 inh,HGIII-sPLA2 inh,Tn6 DDE FP,FXN GAA850 act,ARFGAP1 inhibitor,NPR1 activator,NPR2 activator,rCAG binder,proKLK7 act
O=C(O)COc1ccccc1/C=N/NC(=O)c1ccc2c(c1)OCCO2,-12,-5,7,-1,1.1,6,2,0,5,-1.0
COc1ccc(NC(=O)NC2CC3CCCC(C2)N3Cc2ccccc2)cc1 (stereo not given),-7,3,-8,-4,0.7,1,-1,0,-3,0.0
Nc1[nH]c(C(=O)c2ccc(Br)cc2)c(-c2ccc(Cl)cc2[N+](=O)[O-])c1C(=O)NCCc1c[nH]c2ccccc12,5,7,-25,5,.,14,-12,-9,20,0.2
CC(COc1ccc(/C=C/c2ccccc2)cc1)[N+](C)(C)C (stereo not given),-1,-7,1,-6,2.0,4,-3,-3,8,-0.3
Cn1c(=O)c2c3c(sc2n2c(SCC(N)=O)nnc12)CC(C(C)(C)C)CC3 (stereo not given),-6,-13,-2,2,-0.9,-3,17,-1,-2,-0.2
COc1ccc(C2=NN(C(=O)CCC(=O)O)C(c3ccc(OC)c(OC)c3)C2)cc1 (stereo not given),-5,-4,-1,-2,2.1,-17,-1,4,3,0.2
